High-throughput results deposited in PubChem BioAssay by several laboratories.
NSD2 inh = blocks human histone methyltransferase NSD2. 310,000 tested, 0.54% active. inhibition, % at 12.5 µM. NSD2 peptide methylation, AlphaScreen, 120 min; in the data active = inhibition above about 50%
Keap1-Nrf2 PPI = disrupts human Keap1 binding to Nrf2 peptide | Q14145 | Keap1 Kelch-Nrf2 peptide fluorescence polarization, 1536-well | inhibition, % at 9.4 µM | 340,000 tested, 0.15% active | AID 504523; in the data active = inhibition above about 12%;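 also: human Keap1 Kelch domain with fluorescein labeled Nrf2 9mer peptide probe; 0% = neutral control wells and 100% = peptide positive control; higher means more block of Keap1 binding to Nrf2 peptide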
Target sequence (Q14145 whole entry, looked up, the tested form may be a part): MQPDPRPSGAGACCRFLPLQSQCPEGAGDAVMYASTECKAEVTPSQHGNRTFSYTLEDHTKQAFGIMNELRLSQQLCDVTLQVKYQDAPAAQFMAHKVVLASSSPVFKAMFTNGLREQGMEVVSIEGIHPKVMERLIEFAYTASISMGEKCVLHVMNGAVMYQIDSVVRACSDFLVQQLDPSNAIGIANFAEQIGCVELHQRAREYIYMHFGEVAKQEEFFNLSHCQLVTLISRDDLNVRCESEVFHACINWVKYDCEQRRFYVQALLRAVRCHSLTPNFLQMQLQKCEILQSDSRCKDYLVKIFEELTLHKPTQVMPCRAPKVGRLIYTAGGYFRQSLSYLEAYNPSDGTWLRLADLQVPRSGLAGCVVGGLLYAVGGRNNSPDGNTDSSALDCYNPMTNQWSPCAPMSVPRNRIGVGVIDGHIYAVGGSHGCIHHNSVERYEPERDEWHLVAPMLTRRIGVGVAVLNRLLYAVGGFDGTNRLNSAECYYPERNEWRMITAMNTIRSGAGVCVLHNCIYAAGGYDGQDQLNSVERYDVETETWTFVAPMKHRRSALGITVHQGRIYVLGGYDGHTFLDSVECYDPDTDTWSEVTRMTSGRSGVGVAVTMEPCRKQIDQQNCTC
SR-BI DiI-HDL act = activators of SR-BI mediated HDL lipid uptake. CHO ldlA[mSR-BI] cells, DiI-HDL uptake fluorescence, 3 h; 100 = double the neutral-control signal. activation, % at 12.5 µM. 320,000 tested, 0.096% active. AID 504775;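 active = mean replicate activation of at least 60% and every replicate at or above 60%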;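 also: 0% = median plate neutral-control signal and 100% = twice that signal; values of inactives mirror those of a sister screen read the other way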
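Assay system: CHO ldlA[mSR-BI] cells, LDL receptor-null, SR-BI overexpressing; medium: Ham's F12 with 0.5% BSA, HEPES 25 mM, pH 7.4; also added: DiI-HDL 10 µg/mL; timing: 3 h uptake period with compound, 37 °C; signal: DiI fluorescence, bottom read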
Cardiac RTF inh = cardiac RTF calcium desensitization; IANBD-labeled cardiac RTF, Ca2+ fluorescence; inhibition, % at 7.15 µM; 340,000 tested, 0.12% active; AID 493244;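 active = inhibition above the mean inhibition of all tested compounds plus 3 SD, cut at about 17% in these data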;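 also: assay run at fixed EC70 calcium of 1.6 mM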
C-LANA FP = blocks KSHV LANA C-terminal domain binding to DNA. MBP-C-LANA/FAM-LBS DNA binding, fluorescence polarization. inhibition, % at 9 µM. 340,000 tested, 0.078% active;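 active = highest replicate inhibition at or above 60% at 9 µM, even if other replicates fall short; inactive = all replicates below 60% inhibition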;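 also: 0% = neutral control wells and 100% = 4 µM acridine orange control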
DAGLB inhibitor = diacylglycerol lipase beta (human) inhibition; Q8NCG7; HEK293T DAGLB membrane lysate, EnzChek fluorogenic substrate; inhibition, % at 5.17 µM; 340,000 tested, 0.059% active; in the data active = inhibition above about 34%;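 also: 0% = enzyme with vehicle and 100% = wells lacking enzyme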
Arr AP2 block = inhibitors of human beta-arrestin and AP2 interaction; 340,000 tested, 0.31% active; inhibition, % at 10 µM; AID 504490; FITC-arrestin peptide / GST-AP2 beads, flow cytometry; AP2 beta2 appendage carries R879A mutation;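 active = inhibition above a set limit, near 3 SD of compounds lacking own fluorescence, cut at about 54% in these data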;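 also: plate controls were DMSO wells for no effect and 5 µM unlabelled arrestin peptide for full effect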
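System: GST-AP2 R879A bound to glutathione beads, E. coli-expressed. Also added: 50 nM FITC-arrestin peptide. Schedule: compound with beads 12 min RT, then probe 1 h RT. Signal: bead flow cytometry, FITC channel. Read-out basis: percent response.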
PvdQ acylase = blocks Pseudomonas aeruginosa PvdQ acylase activity; purified PvdQ acylase, fluorescence plate reader; inhibition, % at 10 µM; 340,000 tested, 0.063% active; in the data active = inhibition above about 30%, passing the limit was not always enough;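 also: 0% = vehicle neutral wells and 100% = reference inhibitor wells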
PKA-R2B act = activates the human PKA-R2B holoenzyme complex. activation, % at 11.4 µM. 340,000 tested, 0.079% active. PKA-R2B holoenzyme dissociation, Cy5-IP20 fluorescence polarization; R2B truncated from residue 108, S112A mutant; 0% DMSO only, 100% 113 µM cGMP;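 active = activation above a cutoff set at the mean over all compounds plus 3 SD, cut at about 18% in these data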;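 also: higher means more holoenzyme dissociation and a rise in polarization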
Target sequence (P31323 whole entry, looked up, other chains not shown, the tested form may be a part): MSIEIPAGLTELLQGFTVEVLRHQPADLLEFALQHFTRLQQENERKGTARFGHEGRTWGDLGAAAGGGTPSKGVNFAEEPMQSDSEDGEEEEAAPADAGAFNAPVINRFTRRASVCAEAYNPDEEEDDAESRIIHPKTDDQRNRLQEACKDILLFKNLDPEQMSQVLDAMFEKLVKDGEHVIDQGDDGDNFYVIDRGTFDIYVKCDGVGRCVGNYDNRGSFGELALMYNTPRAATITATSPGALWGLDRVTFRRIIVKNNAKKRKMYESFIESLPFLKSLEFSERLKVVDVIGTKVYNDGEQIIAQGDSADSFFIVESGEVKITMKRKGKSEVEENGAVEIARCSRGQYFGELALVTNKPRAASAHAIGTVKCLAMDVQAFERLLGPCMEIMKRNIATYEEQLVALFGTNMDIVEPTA
SR-BI HDL uptake = blocks mouse SR-BI lipid uptake from DiI-HDL; Q61009; ldlA[mSR-BI] CHO cells, DiI-HDL uptake fluorescence, 3 h; inhibition, % at 12.5 µM; 320,000 tested, 0.96% active; AID 488896;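 active = mean replicate inhibition of at least 70% and a set share of replicates each scoring 70 or more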;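 also: 0% = median of neutral control wells and 100% = median of positive control wells; values of inactives mirror those of a sister screen read the other way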
Active calls of the source: *; . = not tested or not shown.

1. CCC(=O)NC(Nc1sc2c(c1C(=O)OC)CCN(C)C2)(C(F)(F)F)C(F)(F)F
2. COc1ccc(-n2c3c(cc(C(=O)NCC(=O)c4ccccc4)c2=O)C(=O)CC(C)(C)C3)cc1
3. O=C(c1ccc(COCC(F)(F)F)o1)N1CCCC1
4. COc1ccc(CCNC(=O)c2nnn(-c3ccccc3OC)c2N)cc1OC
5. Cc1cc(N)n2ncc(-c3ccc(F)cc3)c2n1
6. O=C(NCc1ccccc1)C1(c2cccc(F)c2)CCCC1
7. CCOc1ccc(NC(=O)C(=O)N/N=C\c2ccc(CNS(=O)(=O)c3ccccc3)o2)cc1
8. COc1ccccc1NC(=O)CSc1nnc(Cc2cc(=O)[nH]c(=O)[nH]2)n1-c1ccccc1
Screen / compound no.	1	2	3	4	5	6	7	8
NSD2 inh	-3	32	9	.	-4	-3	1	.
Keap1-Nrf2 PPI	-7	-5	-6	3	-9	-3	-7	1
SR-BI DiI-HDL act	15	.	9	-17	-14	18	-53	3
Cardiac RTF inh	-4	4	-2	-7	4	-15	-3	3
C-LANA FP	-4.1	-1.3	-0.4	-0.3	0.0	1.0	-0.9	1.0
DAGLB inhibitor	-3	-2	2	1	6	-1	1	0
Arr AP2 block	0	-9	12	20	-3	-6	-14	0
PvdQ acylase	10	6	2	-8	-12	-8	-10	-16
PKA-R2B act	6	-11	1	-4	-14	0	3	6
SR-BI HDL uptake	-15	54	-9	17	14	-18	53	-3

9. O=[N+]([O-])c1ccc(COc2cccc(CNc3ccc(Br)cc3)c2)cc1
10. Cc1ccc(-n2c(Cn3nc(C(F)F)cc3C(F)F)n[nH]c2=S)cc1
11. CCC(C)NC(=O)c1ccc2c(Cl)c3c(nc2c1)CCC3 (centres undefined)
12. COC(=O)c1cccc(COC(=O)c2ccc(N(C)C)cc2)c1
13. Cc1nc(C)c(-c2csc(NCc3ccco3)n2)s1
14. CCn1c(=S)sc2c(=O)n(CC(=O)Nc3ccc(OC)cc3)c(C)nc21
15. CN(C)S(=O)(=O)c1ccc(Cl)c(NC(=O)CN2C(=O)NC(C)(C3CC3)C2=O)c1 (centres undefined)
16. O=C(Nc1cccc(-n2cnnn2)c1)c1cc2ccccc2o1
Screen / compound no.	9	10	11	12	13	14	15	16
NSD2 inh	-2	-1	-1	0	9	-1	-14	-5
Keap1-Nrf2 PPI	-3	3	1	3	3	-3	-4	-6
SR-BI DiI-HDL act	16	32	-13	22	-13	7	-6	-11
Cardiac RTF inh	-1	-2	0	6	-1	-5	7	-3
C-LANA FP	-1.0	0.3	-1.9	2.6	-1.1	-1.8	1.2	-0.8
DAGLB inhibitor	-10	1	-1	-6	-2	0	-3	2
Arr AP2 block	-8	-24	-10	13	-11	6	-4	7
PvdQ acylase	-12	2	-13	0	-3	-11	-17	-13
PKA-R2B act	-9	-2	-1	-1	-23	13	-4	11
SR-BI HDL uptake	-16	-32	13	-22	13	-7	6	11

17. CCCc1nc2ccccc2c(NC(=O)CN(CC)CC)c1CC
18. Cc1cccc(NC(=O)CN(C)C(=O)/C=C/c2ccccc2)c1C
19. COc1ccc(N2C(=O)C3CCCN3C2c2ccccc2Cl)cc1 (centres undefined)
20. CC(NC(=S)NCc1ccccc1)C12CC3CC(CC(C3)C1)C2 (centres undefined)
21. CC(=O)CN1Cc2ccccc2/C1=N\C(=O)Nc1ccccc1
22. COc1ccc(-c2cc([C@H]3[C@@H]4C=CCC[C@@]4(C)C(=O)N3Cc3ccccc3)ccc2F)cc1
23. CC1OC1c1ccc(-c2ccc(C3OC3C)cc2)cc1 (centres undefined)
24. Cc1ccc(NC(=O)CN2C(=O)N/C(=C/c3ccc4c(c3)OCCO4)C2=O)cc1
Screen / compound no.	17	18	19	20	21	22	23	24
NSD2 inh	0	31	.	-4	-1	.	.	1
Keap1-Nrf2 PPI	-4	-2	0	1	-1	-4	2	-3
SR-BI DiI-HDL act	21	7	0	0	5	-12	14	16
Cardiac RTF inh	4	3	-7	8	10	3	-1	-25
C-LANA FP	-1.1	-0.2	-0.4	-1.1	1.1	-2.3	-0.6	-0.7
DAGLB inhibitor	1	0	-1	-1	1	-12	-2	-2
Arr AP2 block	12	1	-2	5	-3	5	33	22
PvdQ acylase	-1	12	-19	-5	-8	-2	5	3
PKA-R2B act	-7	6	0	-11	2	-13	3	-5
SR-BI HDL uptake	-21	-7	0	0	-5	12	-14	-16

Structures from the list above containing a CF3 group:
1. CCC(=O)NC(Nc1sc2c(c1C(=O)OC)CCN(C)C2)(C(F)(F)F)C(F)(F)F
3. O=C(c1ccc(COCC(F)(F)F)o1)N1CCCC1
Screen / compound no.	1	3
NSD2 inh	-3	9
Keap1-Nrf2 PPI	-7	-6
SR-BI DiI-HDL act	15	9
Cardiac RTF inh	-4	-2
C-LANA FP	-4.1	-0.4
DAGLB inhibitor	-3	2
Arr AP2 block	0	12
PvdQ acylase	10	2
PKA-R2B act	6	1
SR-BI HDL uptake	-15	-9

New compounds follow
25. Cc1ccc(N=C2C(=O)Nc3ccccc32)c(C)c1
26. COC(=O)C1CCN(C(=O)COc2ccc(S(=O)(=O)N3CCOCC3)cc2Cl)CC1
27. O=C(Nc1sc2c(c1C(=O)O)CCCC2)c1ccc(F)cc1
28. CCOC(=O)N1CCC(=NNc2ccnc3cc(Cl)ccc23)CC1
29. Cc1cc(C)n2nc(-c3cccc(Br)c3)cc2n1
30. O=C(/C=C/c1c(Cl)cccc1Cl)NCc1ccco1
31. COc1ccc(C(=O)COC(=O)c2cc(=O)[nH]c3ccccc23)c(OC)c1
32. CCCOc1ccc(-c2nnc(N)s2)cc1
Screen / compound no.	25	26	27	28	29	30	31	32
NSD2 inh	3	6	11	0	-2	-5	0	-2
Keap1-Nrf2 PPI	4	-1	2	-6	-3	0	-2	-4
SR-BI DiI-HDL act	4	-15	18	-24	-15	-13	-53	.
Cardiac RTF inh	4	-2	-5	-6	-12	14	2	14
C-LANA FP	0.4	-1.5	2.9	3.6	-0.4	1.6	-4.3	-1.5
DAGLB inhibitor	-4	-1	7	-2	-10	-2	1	-2
Arr AP2 block	34	31	-4	4	14	22	9	5
PvdQ acylase	4	3	-6	-10	6	2	-3	-8
PKA-R2B act	4	-7	-15	-5	-11	-1	18	-4
SR-BI HDL uptake	-4	15	-18	24	15	13	53	.

Two neighbouring records out of the list so far, quoted:
27. O=C(Nc1sc2c(c1C(=O)O)CCCC2)c1ccc(F)cc1
28. CCOC(=O)N1CCC(=NNc2ccnc3cc(Cl)ccc23)CC1
Screen / compound no.	27	28
NSD2 inh	11	0
Keap1-Nrf2 PPI	2	-6
SR-BI DiI-HDL act	18	-24
Cardiac RTF inh	-5	-6
C-LANA FP	2.9	3.6
DAGLB inhibitor	7	-2
Arr AP2 block	-4	4
PvdQ acylase	-6	-10
PKA-R2B act	-15	-5
SR-BI HDL uptake	-18	24

New compounds follow.
33. CCN(CC)c1c2c(c(C#N)c3nc4ccccc4n13)CCC2
34. Cc1ccc(Nc2nc(N)nc(CSCCO)n2)cc1
35. CC(C(=O)N(C)C1CCS(=O)(=O)C1)N1C(=O)/C(=C/c2ccco2)SC1=S (centres undefined)
36. C/C(=N\NC(=O)c1csc2ccccc12)c1ccc(O)cc1
37. COc1ccc(CN2C(=O)c3ccccc3C2C(=O)NC2CCC(C)CC2)c(OC)c1 (centres undefined)
38. COc1cccc(CNC(=O)CCC2CCCN(Cc3cc4ccccc4o3)C2)c1 (centres undefined)
39. Cc1ccc(C(=O)NC2CCCc3c2cnn3-c2ccc(F)cc2F)cn1 (centres undefined)
40. COCCN(CC(=O)Nc1cccc(C)c1C)C(=O)Cn1c(=O)cnc2ccccc21
Screen / compound no.	33	34	35	36	37	38	39	40
NSD2 inh	.	1	26	-1	-6	1	-4	0
Keap1-Nrf2 PPI	-3	-5	-6	-3	-1	3	0	4
SR-BI DiI-HDL act	-5	16	22	-2	45	-30	14	2
Cardiac RTF inh	-7	5	-8	-5	3	3	-4	-5
C-LANA FP	-1.3	0.1	-2.2	-0.3	-0.6	-0.1	0.4	-1.6
DAGLB inhibitor	-1	-1	2	-7	-2	-3	0	-1
Arr AP2 block	12	-9	2	15	0	37	23	-2
PvdQ acylase	4	-7	8	5	-13	-5	15	-11
PKA-R2B act	-1	1	-6	-8	10	-11	11	-2
SR-BI HDL uptake	5	-16	-22	2	-45	30	-14	-2

Down the list, quoted from above:
DAGLB inhibitor, nos. 32 to 40 → -2, -1, -1, 2, -7, -2, -3, 0, -1

Next part.
41. CCOC(=O)C1CCCN(C(=O)CCn2nc(-c3ccccc3)ccc2=O)C1 (centres undefined)
42. Cc1[nH]c(=S)c(C#N)c(C)c1Cc1ccc(Cl)cc1Cl
43. N#Cc1cnn2c3c(cnc12)C(=O)N1CCc2ccccc2C1C3 (centres undefined)
44. Fc1ccccc1N1CCN(CC2CCCCC2)CC1
45. COc1ccc(CNC(=O)CN(C(=O)Cn2nnc(-c3ccccc3F)n2)c2ccc(C)cc2)cc1
46. CCCCNC(=O)C1CC(c2c(Cl)cccc2Cl)=NO1 (centres undefined)
47. Cc1cc(SC(C)C(=O)O)nc2ccccc12 (centres undefined)
Screen / compound no.	41	42	43	44	45	46	47
NSD2 inh	2	1	-7	-5	-1	.	-1
Keap1-Nrf2 PPI	-5	-5	-4	0	-5	-3	-3
SR-BI DiI-HDL act	10	5	-15	3	-13	6	7
Cardiac RTF inh	-9	-7	-1	2	-2	-10	-8
C-LANA FP	-1.6	-1.9	-1.5	-0.4	-1.3	-0.8	-1.2
DAGLB inhibitor	2	0	-1	-3	2	-3	-2
Arr AP2 block	2	16	-20	-17	8	9	-18
PvdQ acylase	-13	11	-18	-3	-4	-8	-15
PKA-R2B act	-5	-3	-5	-3	2	-2	-4
SR-BI HDL uptake	-10	-5	15	-3	13	-6	-7
